# Screens: PubChem, National Center for Advancing Translational Sciences (NCATS)
# HTT aggregate – reduces HttQ103-GFP aggregates in PC12 cells; PC12 HttQ103-GFP aggregates, Acumen cytometry, 40 h; Potency, µM (titrated, usually from 46.1 µM), without a hit: at the highest dose activity change, negative = inhibition, actives largely listed as inhibitors; 220,000 compounds, 1.1% hits; note: potency is the fitted concentration of half-maximal effect; % is set by controls: 0 for no effect and ±100 for the full control effect; nearly all actives have a fitted effect of over 60% in size
#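 Aggregate formation scored by laser-scanning cytometer (488 excitation, 500–530 emission) in lysed PC12 cells expressing Q103-GFP after 100 nM tebufenozide induction; library tested in dose series, with ATPLite reagent added in the multiplex.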
# GAA inh – inhibitors of human lysosomal alpha-glucosidase. P10253. purified human GAA, 4-MU-alpha-glucoside fluorescence. Potency, µM (titrated, usually from 76.9 µM), without a hit: at the top dose activity change, negative = inhibition, most hits filed as inhibitors. 200,000 compounds, 0.005% hits;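 note: potency is the fitted concentration of half-maximal effect; plate controls were uninhibited enzyme wells for no effect and no-enzyme background for full effect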
#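 Activity normalized between no-enzyme (basal) and enzyme-only wells. Conditions: 4 nM human enzyme, 400 uM fluorogenic substrate, citrate/phosphate pH 5.0 with Tween-20, 20 min room temperature, compounds up to 77 uM.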
# GAA glycogen – alters human alpha-glucosidase cleavage of glycogen | P10253 | recombinant GAA, glycogen substrate, Amplex Red glucose oxidase fluorescence | Potency, µM (titrated, usually from 76.4 µM), for the others: at the highest dose activity change, negative = inhibition, actives largely listed as inhibitors | 300,000 compounds, 0.38% hits | AID 2100;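 note: potency is the fitted concentration of half-maximal effect; 0% = full enzyme reaction and -100% = no-enzyme basal signal; the screen sought inhibitors and activators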
#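 Recombinant human enzyme (4 nM); glycogen substrate; 37 C, 40 min, pH 5.0. Readout: coupled glucose oxidase/Amplex Red fluorescence.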
# HTT cytoprotect – cytoprotection in Huntington HTT-Q103 PC12 cell model; AID 1471; Potency, µM (titrated, usually from 56.4 µM), without a hit: cytoprotection (ATP increase), hits mostly activators; PC12 HTT-Q103 induced, cytoprotection, ATP luminescence, 40 h; 230,000 compounds, 0.14% hits;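 note: potency is the fitted concentration of half-maximal effect; % of control where 0% means no effect; nearly all actives have a fitted effect of over 45% in size; toxic huntingtin expression switched on by the ecdysone agonist tebufenozide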
#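 Compounds added alongside 100 nM tebufenozide, which induces toxic Q103 huntingtin exon 1-GFP in stable PC12 cells; surviving cells quantified by luminescent ATP measurement. Medium: phenol red-free DMEM, 5% equine and 5% calf serum.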
# GAA spleen mod – lysosomal alpha-glucosidase (human) modulation. P10253. human spleen homogenate, 4-MU-alpha-glucoside fluorescence. Potency, µM (doses to about 79.9 µM), for inactives: top-dose activity change, negative = inhibition, actives largely listed as inhibitors. 240,000 compounds, 0.006% hits. AID 2112;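 note: potency is the fitted concentration of half-maximal effect; 0% = enzyme with vehicle and -100% = no enzyme basal signal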
#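 Compounds were titrated against alpha-glucosidase in spleen homogenate at pH 5.0, with 1 mM 4-methylumbelliferyl substrate for 40 min at 37 C. Reactions were quenched with pH 10 NaOH/glycine and fluorescence measured.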
# CBFb-RUNX1 inh – CBF-beta/RUNX1 interaction disruption | Q01196+Q13951 | AlphaScreen CBFb-His/RUNX1-biotin binding, biochemical | Potency, µM (top dose mostly 59.8 µM), without a hit: at the top dose activity, negative = inhibition, actives largely listed as inhibitors | 230,000 tested, under 10 active | AID 1477; note: % of control where 0% means no effect
# Target sequence (Q01196 whole entry, looked up): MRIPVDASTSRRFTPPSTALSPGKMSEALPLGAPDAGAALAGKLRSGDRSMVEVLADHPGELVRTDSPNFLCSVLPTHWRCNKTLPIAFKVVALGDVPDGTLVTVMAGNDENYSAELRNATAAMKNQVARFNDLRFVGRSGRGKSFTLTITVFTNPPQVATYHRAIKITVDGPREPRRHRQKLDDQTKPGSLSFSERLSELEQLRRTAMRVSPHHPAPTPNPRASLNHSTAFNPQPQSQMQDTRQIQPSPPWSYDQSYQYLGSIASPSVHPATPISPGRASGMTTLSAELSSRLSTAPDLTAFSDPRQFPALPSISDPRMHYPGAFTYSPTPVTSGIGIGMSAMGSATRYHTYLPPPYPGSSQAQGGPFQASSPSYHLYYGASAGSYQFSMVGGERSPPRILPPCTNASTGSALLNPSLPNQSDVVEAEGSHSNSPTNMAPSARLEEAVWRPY
# Target sequence (Q13951 whole entry, looked up): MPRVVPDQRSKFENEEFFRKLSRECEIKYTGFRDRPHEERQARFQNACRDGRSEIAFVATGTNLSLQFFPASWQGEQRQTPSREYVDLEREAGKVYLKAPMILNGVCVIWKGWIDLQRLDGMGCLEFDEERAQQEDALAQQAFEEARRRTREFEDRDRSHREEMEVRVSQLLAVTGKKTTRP
#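 Inhibition was taken as any reduction in AlphaScreen signal from the CBF-beta–RUNX1 pair (His and biotin tags, 30 nM each), measured after compound (15 min) and bead (90 min) incubations at room temperature.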
# Lamin A splicing – LMNA splicing modulation; Potency, µM (highest dose often 46.1 µM), inactives show top-dose ratio change, negative = inhibition, most hits filed as inhibitors; HeLa LMNA splicing GFP/RFP minigene ratio, 48 h; AID 1487; 200,000 compounds, 0.01% hits; active = well fitted inhibition curve with a large enough effect in the signal ratio, with a control signal flat, not every such curve was filed as active; inconclusive = small, poorly fitted or top-dose-only effect, or effect the other way, or a change in a side signal; the % refers to the signal ratio; note: potency is the fitted concentration of half-maximal effect; % is set by controls: 0 for no effect and ±100 for the full control effect
#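 S3 HeLa cells stably expressing lamin A-EGFP splicing minigene plus DsRed2, 600 cells/well, 48 h compound exposure at 37C. Laser-scanning cytometry; analysed as GFP (500-530 nm)/RFP (575-640 nm) total intensity ratio; 0.5% DMSO vehicle.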
# The depositor's hits bear a star; u = inconclusive; x = no result given; [ ] = remark or other dose. Unless noted, calls come from the whole dose curve; as a rule, active = well fitted curve in the direction sought with a large enough effect; inconclusive = small, poorly fitted or top-dose-only effect, or another doubt; inactive = no such curve, though single readings can be large; an effect the other way counts as inactive or inconclusive.
Structure	HTT aggregate	GAA inh	GAA glycogen	HTT cytoprotect	GAA spleen mod	CBFb-RUNX1 inh	Lamin A splicing
CSc1nncn1/N=C/c1ccc([N+](=O)[O-])cc1	5%	9%	2%	-23%	0%	3%	4%[46 µM]
CCCCC(=O)NC(c1cccc([N+](=O)[O-])c1)c1c(OC(C)=O)ccc2ccccc12 (centres undefined)	-19%	1%	-14%	-24%[1.9 µM]	-2%	5%	u
COc1ccc(OC)c(S(=O)(=O)N(C)CC(=O)Nc2ccc3c(c2)OCO3)c1	-12%	-6%	4%	-1%	-10%	2%	-3%
Cc1ccc(C)c(CS(=O)(=O)c2cn(CC(=O)N3CCCCC3)c3ccccc23)c1	u	-10%	13%	u	-5%	1%	-8%
CCOC(=O)C1=C(CC)OC(N)=C(C#N)C1c1ccc(NC(C)=O)cc1 (centres undefined)	u	u	-3%	x	-1%	-8%	-9%
CCc1nnc(NC(=O)CC(=O)Nc2ccccc2C(=O)O)s1	0%	-4%	-10%	2%	10%	0%	1%
CC(C)NC(=O)CSc1nc(-c2cccs2)cc(-c2ccccc2)c1C#N	-6%	0%	6%	11%[1.9 µM]	-4%	3%	-4%
Cc1ccc(CNc2nc(N)c([N+](=O)[O-])c(Nc3ccc(F)cc3)n2)cc1	-6%	4%	8%	-5%	-6%	-1%	6%
CN1CCN(CP(=O)(N2CCOCC2)N2CCOCC2)CC1	5%	-8%	1%	18%	-26%	1%	2%
COc1ccc(NC(=O)CCC(=O)N/N=C/c2ccc([N+](=O)[O-])s2)cc1	-20%	0%	-10%	9%[10 µM]	-7%	-15%	u
CC(C)[C@H](NC(N)=O)C(=O)Nc1ccc(OCc2ccccc2)cc1	4%	-2%	-5%	-10%[10 µM]	-1%	5%	x
CC1(C)CC2(CCO1)C(Nc1ccccc1)=NC(=S)N2c1ccccc1 (centres undefined)	21%[9.22 µM]	1%[15.4 µM]	0%	-1%[10 µM]	-4%	-1%	x
Cc1ccc(S(=O)(=O)N(C)Cc2cc3ccccc3[nH]c2=O)cc1	-13%	-18%	-1%	-10%[0.074 µM]	-9%	14%	8%
CCC(Oc1ccccc1)C(=O)Nc1ccccn1 (centres undefined)	11%	-6%	0%	13%	2%	0%	-3%
Cc1cc(=O)cc(C)n1-c1ccc(Br)cc1	-3%	-4%	-2%	-21%	-1%	-4%	x
Cc1nnc(NC(=O)c2ccc3c(c2)C(=O)N(CC2CCCO2)C3=O)s1 (centres undefined)	-2%	-12%	-2%	-9%	-2%	2%	-5%
Cc1nc2ccccn2c1C(=O)NNC(=S)Nc1ccc(Cl)cc1	u	-7%	2%	x	-18%	-18%	u
COCCn1c(SCC(=O)N2CC(=O)Nc3ccccc32)nc2ccccc21	-15%	1%	-5%	x	5%	-3%	5%
O=C(Cn1cnc2cc([N+](=O)[O-])ccc2c1=O)Nc1ccc(Br)cc1	-14%[9.22 µM]	x	-6%	-3%[10 µM]	-10%	-2%	x
O=c1c(C=Nc2cccc(C(F)(F)F)c2)c[nH]n1-c1cccc(Cl)n1	10%	2%	0%	-20%	4%	2%	8%
C#CCOCCOCCOCCNc1nc(N2CCN(C(=O)[C@H](Cc3ccc(O)cc3)n3cc([C@@H](N)C(C)CC)nn3)CC2)nc(N2CCN(C(=O)[C@H](Cc3cc4ccccc4[nH]3)n3cc([C@@H](N)CC(C)C)nn3)CC2)n1 (some centres undefined)	-4%[9.22 µM]	x	-7%	-3%[10 µM]	3%	-9%	x
O=C(Nc1cccc([N+](=O)[O-])c1)c1cccc(C(=O)Nc2cccc([N+](=O)[O-])c2)c1	-1%[9.22 µM]	-4%	2%	7%[10 µM]	5%	2%	x
CCOc1ccc2nc(SC3CC(=O)N(c4cccc(OC)c4)C3=O)sc2c1 (centres undefined)	u	0%	-17%	13%[10 µM]	0%	-6%	-7%
CCCCCOc1ccc(Br)cc1CSC(=N)N	-14%	-4%	0%	-10%[10 µM]	-3%	11%	u
Cc1cccc(NC(=O)NCc2ccc3c(c2)cc(C)n3C)c1	10%	-7%	21%	-13%[10 µM]	-6%	-24%	-4%
CN(CCc1cn[nH]c1)Cc1nc(Cc2ccccc2)no1	-7%[9.22 µM]	4%	-4%	8%[10 µM]	-9%	1%	x
COc1cc(NC(=O)Cn2nnc(-c3ccncc3)n2)cc(OC)c1	3%	-10%	0%	-10%	-1%	2%	u
C=CCN1C(=O)CS/C1=C(\C#N)S(=O)(=O)c1ccc(C)cc1	-1%	-10%	-22%	3%	-14%	-14%	-4%
C=CCOc1cccc(NC(=O)c2ccccc2SC)c1	-1%	u	-7%	-34%[inhibitor]	0%	4%	x
CCOC(=O)c1cc(-c2ccc(/C=N\n3cnnc3)o2)ccc1Cl	-2%	-12%	-9%	7%[1.9 µM]	-6%	-4%	13%
CCOC(=O)c1c(-c2ccccc2)csc1/N=C/C1C(=O)CCCC1=O	u	0%	-14%	x	-7%	-8%	u
C[n+]1ccccc1C1CCCC/C1=N\NC(N)=S (centres undefined)	-1%	-1%	-10%	-15%	-1%	3%	20%[46 µM]
CC1CCN(c2ccc(NC(=S)NC(=O)c3ccc(-c4cccc([N+](=O)[O-])c4)o3)cc2)CC1	u	-7%	-8%	-46%[inhibitor]	-5%	-9%	3%
CCN(CC(=O)Nc1ccc([N+](=O)[O-])cc1OC)CC(=O)NC(C)(C)C	8%	12%	-1%	x	2%	-8%	u
CCOc1ccc(-n2c(-c3ccc(Cl)cc3)c[n+]3c2SCC3)cc1	u	2%	1%	-22%[10 µM]	5%	0%	u
O=C(O)c1ccc2cccnc2c1O	-9%[9.22 µM]	-4%	1%	14%[10 µM]	0%	-13%	1%[46 µM]
O=C(CSc1nnc(-c2cccs2)n1-c1ccccc1)c1ccc2c(c1)OCCO2	u	1%	-1%	-8%[10 µM]	2%	-4%	2%
O=C(Nc1nc2ccccc2s1)c1ccc(F)cc1	u	4%	-3%	x	-11%	4%	-2%[46 µM]
CCCCNC(=O)c1ccc2c(c1)ncn2C1CCCC1	0%	-8%	5%	-28%	8%	-4%	4%
Cc1c(-n2c(SCC(=O)NC(C)C)nc3ccccc3c2=O)c(=O)n(-c2ccccc2)n1C	-4%	0%	3%	u	0%	9%	x

# Whole records as entered above:
# Profile of C[n+]1ccccc1C1CCCC/C1=N\NC(N)=S (centres undefined) : HTT aggregate: -1%; GAA inh: -1%; GAA glycogen: -10%; HTT cytoprotect: -15%; GAA spleen mod: -1%; CBFb-RUNX1 inh: 3%; Lamin A splicing: 20%[46 µM]
# Profile of CCCCCOc1ccc(Br)cc1CSC(=N)N : HTT aggregate: -14%; GAA inh: -4%; GAA glycogen: 0%; HTT cytoprotect: -10%[10 µM]; GAA spleen mod: -3%; CBFb-RUNX1 inh: 11%; Lamin A splicing: u

# Next part.
Structure	HTT aggregate	GAA inh	GAA glycogen	HTT cytoprotect	GAA spleen mod	CBFb-RUNX1 inh	Lamin A splicing
O=C(NC1=NCCS1)c1ccncc1	-12%	-7%	-7%	1%[10 µM]	2%	1%	0%
COc1ccc(-c2nnc(SCC(=O)NCc3cccs3)n2C)cc1	6%	2%	4%	-3%[10 µM]	5%	3%	-4%
COc1ccc2[nH]cc(C(O)CN3CCN(c4ccccc4F)CC3)c2c1 (centres undefined)	3%[9.22 µM]	-1%[15.4 µM]	6%	-18%[10 µM]	-2%	-6%	x
CC(C)C[C@@H](CC(=O)N[C@@H](CCC(=O)O)CC(=O)O)NC(=O)[C@@H]1CNCC[C@H]1NC(=O)C[C@@H](NC(=O)C[C@H](Cc1c[nH]c2ccccc12)NC(=O)[C@@H]1CNCC[C@H]1N)C(C)C	x	x	x	-14%[1.9 µM]	-3%	4%	x
COP1(=O)C=C[C@H](N(Cc2ccccc2)S(=O)(=O)c2ccccc2[N+](=O)[O-])[C@@H](C)O1 (some centres undefined)	38%[9.22 µM]	x	-2%	28%[10 µM]	0%	6%	x
Cc1ccc(S(=O)(=O)N2CCOCC2)cc1C(=O)OCC(=O)N1CCc2ccccc2C1	-6%	-7%	-4%	14%	-20%	10%	0%
OC(COc1ccc(Cl)cc1)CN1C2=NCCCN2c2ccccc21 (centres undefined)	-14%	u	3%	-28%	-9%	5%	-12%
Cc1ccc(-n2nc3c(c2NC(=O)/C=C\c2ccc4c(c2)OCO4)CSC3)cc1	u	0%	0%	x	6%	10%[2.36 µM]	u
CCOC(=O)c1c(C)[nH]c(C(=O)Cn2nnc(-c3ccccc3)n2)c1C	2%	0%	19%	-10%	5%	-5%	7%
CCN(CC)CCNC1=NCCn2c1cc1cc(OC)ccc12	0%	-1%	8%	-5%	-9%	5%	3%
CCc1cccc(C)c1NC(=S)N1CCCC1C(=O)O (centres undefined)	2%	-4%	11%	13%[10 µM]	-10%	5%	-4%
CC1=NOC(=O)/C1=C/c1ccc2c(c1)OCO2	4%	-1%	-7%	2%[10 µM]	5%	1%	x
O=C(NC1CCCCC1)C1CCN(c2nnnn2-c2ccccc2)CC1	-13%	0%	-9%	-22%	-1%	-7%	-8%
CCc1cc2c(=O)[nH]c(N3CCCC3)nc2s1	3%	-6%	-1%	x	8%	8%	-2%
O=C(NC(=S)Nc1cccc2cccnc12)c1ccccc1	-22%	-14%	-3%	-15%	-3%	-7%	4%
Cc1ccc2c(c1)N(Cc1cccc(Cl)c1)C(=O)c1cccnc1O2	9%	u	0%	x	4%	4%	u
CCS(=O)(=O)c1nc2ccccc2n1Cc1ccccc1Cl	31%	-6%	2%	19%[10 µM]	-6%	1%	-6%
Cc1nc(S(=O)(=O)Cc2ccccc2Cl)nc2c1CCC2	-9%[9.22 µM]	10%	14%	-35%[inhibitor]	3%	-5%	x
COc1ccc(CN2CC(C(=O)NCCC(C)C)CC2=O)cc1 (centres undefined)	2%	-2%	-9%	-6%	0%	4%	x
